Source: PubChem BioAssay (The Scripps Research Institute Molecular Screening Center)
FBW7 act – human FBW7 E3 ligase activation, primary screen; Q969H0; AlphaScreen FBW7–phospho-cyclin E peptide binding, activator screen; normalized activity (activation), % at 26.1 µM; hit rate 0.13% among 650,000; AID 1259310; in the data active = normalized activity above about 1.9%;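 also: purified mutant Fbw7 with reduced substrate affinity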
Target sequence (Q969H0 whole entry, looked up): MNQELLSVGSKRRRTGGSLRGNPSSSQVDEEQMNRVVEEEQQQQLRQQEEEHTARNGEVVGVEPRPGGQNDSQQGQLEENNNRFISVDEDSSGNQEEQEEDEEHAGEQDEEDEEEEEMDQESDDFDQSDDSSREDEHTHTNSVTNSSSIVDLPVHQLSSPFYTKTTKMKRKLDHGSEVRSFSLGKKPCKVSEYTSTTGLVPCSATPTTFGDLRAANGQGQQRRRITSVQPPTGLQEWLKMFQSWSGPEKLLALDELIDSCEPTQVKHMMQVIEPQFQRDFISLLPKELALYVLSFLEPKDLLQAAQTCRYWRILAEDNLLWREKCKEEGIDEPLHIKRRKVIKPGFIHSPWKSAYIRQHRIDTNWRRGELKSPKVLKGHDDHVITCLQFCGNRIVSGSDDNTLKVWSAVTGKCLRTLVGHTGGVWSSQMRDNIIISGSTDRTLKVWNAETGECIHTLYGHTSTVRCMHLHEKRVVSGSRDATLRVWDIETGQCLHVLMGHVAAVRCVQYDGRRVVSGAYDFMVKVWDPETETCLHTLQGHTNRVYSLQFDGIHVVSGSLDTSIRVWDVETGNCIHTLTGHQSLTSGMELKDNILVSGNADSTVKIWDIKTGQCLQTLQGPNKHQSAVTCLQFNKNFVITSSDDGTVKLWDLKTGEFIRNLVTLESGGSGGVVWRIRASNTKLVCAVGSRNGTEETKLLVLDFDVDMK
TEAD-YAP block – TEAD-YAP interaction inhibition; HEK-TIYL cells, TEAD-Gal4/YAP UAS-luciferase luminescence; inhibition, % at 9.12 µM; hit rate 1.4% among 640,000; AID 1259422; in the data active = inhibition above about 32%;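 also: 0% = median of test compound wells and 100% = reference inhibitor wells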
MITF inh – inhibitors of human MITF. hit rate 0.91% among 650,000. AID 1259374. inhibition, % at 2.6 µM. O75030. AlphaScreen MITF homodimerization, bead proximity signal; in the data active = inhibition above about 50%;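 also: 0% = vehicle wells with protein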
GPR151 activ – human GPR151 activation. Q8TDV0. PathHunter beta-arrestin GPR151 cells, luminescence. activation, % at 11.2 µM. hit rate 1% among 650,000; in the data active = activation above about 4.9%;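 also: 0% = median of compound wells and 100% = cells with positive control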
An asterisk follows results filed as active; & = joins results of further samples.

SMILES	FBW7 act	TEAD-YAP block	MITF inh	GPR151 activ
NS(=O)(=O)c1ccc(CCNC(=O)c2cnn(-c3ccccc3)c2-n2cccc2)cc1	0.0	8	10	-0.3
O=C(Nc1ccc(Br)cc1)NC(c1ccccc1)(c1ccccc1)c1ccccc1	0.0	9	11	1.6
CC(=O)c1cccc(NC(=O)COc2ccc(Br)cc2)c1	0.4	-8	0	1.3
O=C(NN1C(=O)c2cccc3c([N+](=O)[O-])ccc(c23)C1=O)c1ccc([N+](=O)[O-])cc1	2.6*	8	17	0.1
CC(C)n1nccc1-c1nnc(NC(=O)c2ccccc2)o1	-1.2	9	28	0.4
O=c1c2ccccc2nc(SCc2ccc(F)cc2Cl)n1CCC1=CCCCC1	0.0	5	8	-1.4
O=C(NC1CCN(Cc2nnnn2Cc2cccs2)CC1)c1ccccc1	0.0	8	13	-0.4
COc1ccc(Cc2cnc(NC(=O)/C=C/c3ccccc3)s2)cc1	0.0	56*	-2	1.8
CNC(=S)N/N=C/c1cc(Br)cc(Br)c1O	-1.1	-13	36	0.6
Cc1cc(NC(=O)CSc2nc3ccsc3c(=O)n2-c2ccc(C(=O)O)cc2)n[nH]1	0.0	-1	12	4.8
O=C(Nc1ccc(-c2nc3ccccc3s2)c(O)c1)c1ccc(Cl)cc1Cl	0.0	-10	8	1.5
COc1ccc(CNS(=O)(=O)c2ccc(C)c(C(N)=O)c2)cc1	0.0	3	-9	-0.3
COc1ccc(CCNc2nc(SCC#N)nc3ccccc23)cc1OC	0.1	-11	4	1.5
CC(C)NC(=O)c1cc(COc2ccc(F)cc2Cl)on1	0.0	-26	-2	0.0
NC(=O)c1cc(Cc2ccccc2)sc1NC(=O)Cc1cccs1	0.1	-10	11	2.5
Cn1cc(S(=O)(=O)N2CCN(c3ccc(F)cc3)CC2)c(=O)n(C)c1=O	-0.4	-11	-10	1.3
COc1cccc(OCC(=O)NC2CCCCC2)c1	0.0	-5	1	0.6
Nc1c(C(=O)Nc2ccc3ccccc3c2)sc2nc(-c3ccccc3)cc(-c3ccco3)c12	-0.1	-5	-8	-0.9
Cc1nc(N2CCN(c3ccccn3)CC2)c2c(C)c(C(=O)N3CC(C)CC(C)C3)sc2n1 (centres undefined)	-0.1	-2	-12	-0.3
Cc1cc(C)nc(SCC(=O)N2c3ccccc3Sc3ccccc32)n1	0.9	-11	27	-1.4
O=C(CSc1ccc(-c2ccc(Br)cc2)nn1)NCc1ccco1	-0.2	-1	-4	1.2
O=c1cc2oc3cc(O)c(O)cc3c(-c3ccccc3[N+](=O)[O-])c-2cc1O	-0.4	6	114*	-1.3
Cc1ccc2nc(-c3ccc(NC(=O)COC(=O)c4cnc(C)cn4)cc3)sc2c1	0.7	-21	12	-1.1
O=[N+]([O-])c1cccc(CN2CCN(S(=O)(=O)Cc3ccccc3)CC2)c1	0.1	17	31	3.6
O=C(Cc1cccc(O)c1)N1CCCC1c1nc2ccccc2[nH]1 (centres undefined)	0.0	-6	5	-0.1
COc1cccc(C(=O)COC(=O)c2cc3cccc(OC)c3oc2=O)c1	-0.1	-4	-2	1.0
COC(=O)c1ccccc1NC(=O)c1nn(-c2ccccc2OC)c(=O)c2ccccc12	0.2	-2	4	4.8
C=CCc1cc(OC)ccc1OCCNCCO	0.0	2	25	-0.7
COc1ccc(-n2nc3c(c2NC(=O)CC(C)C)CSC3)cc1	0.0	-7	-1	-0.5
COc1cc(C(=O)N/C(=C/c2ccc(C)o2)C(=O)Nc2ccccc2)cc(OC)c1OC	-0.1	-3	6	-0.8
O=C(CSc1nc2ccccc2o1)OCN1C(=O)c2ccccc2C1=O	-0.2	5	1	0.0
CCc1cc(=O)oc2cc(OC)c(Cl)cc12	0.0	8	88*	0.8
CC(=O)NC1=NC(=O)/C(=C/c2cccc(Oc3ccccc3)c2)S1	-0.1	-15	4	1.4
O=c1[nH]nc(SCc2cn3ccccc3n2)c(=O)[nH]1	-0.2	-3	-4	-0.3
O=C(CSc1cn(CCNC(=O)c2c(F)cccc2F)c2ccccc12)NC1CCCC1	0.7	0	22	-1.1
CCc1cn[nH]c1C1CCN(C(=O)C(=O)c2ccccc2)CC1	-0.1	-3	-5	-1.4
Cc1cc(C)c(S(=O)(=O)N2CCN(c3ccc(-n4cccn4)nn3)CC2)cc1C	-0.1	5	1	2.5
CCNc1nc(C)cc(NC2CC2)n1	-0.1	4	10	1.6
CCc1cccc(NC(=O)C2CCCN(S(=O)(=O)c3c(C)noc3C)C2)c1 (centres undefined)	0.0	-6	-5	-0.5
Cn1c(=O)c2c(ncn2CC(=O)Nc2ccc(S(=O)(=O)Nc3nccs3)cc2)n(C)c1=O	-0.1	-6	11	0.3
CCOc1ccc(S(=O)(=O)Nc2ccc(OC(F)(F)F)cc2)c2cccnc12	0.0	-7	-3	-1.6
CC1(C)CC(=O)C2=C(C1)Nc1ccc3ccccc3c1C2c1ccccc1OCc1ccccc1 (centres undefined)	0.0	-6	-1	1.4
O=C(COc1ccccc1)NCCCS(=O)(=O)N1CCN(c2ncccn2)CC1	0.0	-6	9	-1.0
CCNC(=S)NC(=NCc1cccnc1)Nc1nc(C)cc(C)n1	0.0	-2	0	0.3
O=C(O)C1Nc2c(C(=O)N3CCCC3)cccc2C2C=CCC12 (centres undefined)	-0.9	10	80*	-0.1

Part of the list above, showing only GPR151 activ.
SMILES	GPR151 activ
CCNc1nc(C)cc(NC2CC2)n1	1.6
CCc1cccc(NC(=O)C2CCCN(S(=O)(=O)c3c(C)noc3C)C2)c1 (centres undefined)	-0.5

Continuation.
SMILES	FBW7 act	TEAD-YAP block	MITF inh	GPR151 activ
COc1ccc(CCNC(=O)COc2cccc3c2CCN(Cc2ccccc2F)C3=O)cc1OC	-0.1	4	-2	-0.3
COc1ccc(CCNc2nc(Nc3ccc(C(F)(F)F)cc3)nc3c2ncn3C2CCCCC2)cc1	0.0	-5	-9	2.8
COc1cc2nc(N3CCCC3CO)nc(Nc3ccc(NC(C)=O)cc3)c2cc1OC (centres undefined)	0.0	-5	2	-2.1
Cc1ccc(C(=O)NC(=S)Nc2cccc(Cl)c2C)cc1	0.0	-8	5	0.4
CCOc1ccc(-c2nc3cc(NC(=O)c4ccc(Cl)c(Cl)c4)ccc3o2)cc1	0.1	-11	12	0.0
O=C(O)CC1(CC(=O)NCc2ccco2)CCCCC1	0.0	0	7	-0.9
COc1ccc(C2C(C(=O)OCCc3ccccc3)=C(C)NC3=C2C(=O)CC(c2ccccc2)C3)cc1 (centres undefined)	1.7	0	7	0.7
COc1ccccc1/C=C1\N=C(c2ccc(Br)cc2)OC1=O	-0.1	0	11	0.2
CN(C)c1cccc(Nc2cc(C(=O)NCCOc3ccccc3)ccn2)c1	0.0	-19	-1	2.2
COc1ccc(C(=O)NCCCCNC(=O)c2ccc(OC)c(OC)c2)cc1OC	-0.1	5	6	1.1
CC1(Cc2ccccc2)C(=O)Nc2ccc(S(=O)(=O)NC3CCCCC3)cc21 (centres undefined)	0.6	16	19	-0.2
CN(CCCNC(=O)C1CC2CCCN2C12C(=O)Nc1ccccc12)C1CCCCC1 (centres undefined)	-0.1	-1	-1	-0.5
COc1cccc(NC(=O)CCC2CCN(C(=O)[C@@H]3C[C@H]3c3ccccc3)CC2)c1	-0.1	3	0	1.0
CCCCCC(=C/c1ccccc1)/C=N/NC(N)=O	0.1	3	7	-0.2
O=C(Nc1nc(-c2cccc([N+](=O)[O-])c2)cs1)c1cccs1	0.4	-8	14	0.0
COc1ccccc1OCC(=O)n1nc(C)cc1C	0.2	-2	-2	4.7
COc1ccc(NC(=O)CNC(=O)c2nn(-c3ccc(OC)c(Cl)c3)c(=O)c3ccccc23)cc1Cl	-0.1	-6	-16	1.1
COc1ccc(NC(=O)Cn2c(=O)n(-c3ccc(C)cc3)c(=O)c3ccccc32)cc1	0.0	12	3	1.1
CCCCC1NC(=S)N(C2CCCCC2)C1=O (centres undefined)	0.2	9	10	-2.3
CCCn1c(CCC(=O)NCCc2ccc(OC)c(OC)c2)nc2cccnc21	-0.1	-2	3	-0.5
O=C1N[C@H](CO)C(=O)N2CCN(CC3CCCCC3)C[C@H]12	-0.8	5	-5	1.8
Clc1ccccc1Cc1noc(-c2cccs2)n1	0.0	-61	-5	0.2
CCC(=O)Nc1ccc(NC(=O)C2CC2)nc1	0.0	14	-2	-0.7
O=C1CCCC2=C1C(c1ccc(F)c(Br)c1)n1ncnc1N2 (centres undefined)	-0.1	-1	-2	-1.0
Cc1ccccc1NC(=O)CNS(=O)(=O)c1ccc(Br)cc1	-0.2	0	-4	0.7
CC(C(=O)Nc1ccc(F)cc1)N(c1ccc(Oc2ccccc2)cc1)S(C)(=O)=O (centres undefined)	0.1	10	-12	-0.7
COCCNC(=O)Cn1ncc2c1-c1cc(C)ccc1OC2	-0.1	-5	6	1.7
COc1ccccc1N=C1SC(C(=O)Nc2ccc(C(=O)O)cc2)CC(=O)N1C (centres undefined)	-0.1	0	1	-0.4
c1ccc(Cc2nc3c4ccccc4ncn3n2)cc1	-0.1	-9	-1	-0.5
CC1=C(C(=O)Nc2ccc(Cl)cc2)C(c2ccncc2)C(C#N)=C(SCC(=O)Nc2ccc(C)c(Cl)c2)N1 (centres undefined)	0.5	5	11	0.2
COc1ccc(C)cc1NS(=O)(=O)c1cc2c3c(c1)CCN3C(=O)CC2	0.4	-11	7	-0.9
O=C(O)CCN1C(=O)C(=O)/C(=C(\O)c2ccc(Cl)cc2)C1c1cccc(F)c1 (centres undefined)	0.4	-1	15	0.0
COc1cc(N2CCCC2)c(OC)cc1C=C(C#N)C#N	-0.6	5	14	-0.5
CCOc1ccc(CCN2C(=O)CCC2(C)C(=O)NC2CCCCC2)cc1OCC (centres undefined)	-0.1	-6	-3	-0.3
COc1ccc(C2CC(=O)C3=C(C2)NC(C)=C(C(=O)OCCc2ccccc2)C3c2cc(Cl)c(O)c(OC)c2)cc1 (centres undefined)	1.0	12	20	-0.3
O=C(NCCc1ccccc1)c1ccc2c(c1)NC(=O)c1ccccc1N2	-0.2	-12	-4	-1.9
O=C(c1ccc2c(=O)n(Cc3ccc4c(c3)OCO4)c(SCc3cccnc3)nc2c1)N1CCC2(CC1)OCCO2	0.6	2	8	1.4
CSC1=NC(=Nc2cccc(C)c2)C2(CCCC2)N1c1ccc(C)cc1	-0.1	-8	-1	-0.4
Cc1cc(=O)oc2cc(OC(=O)c3cc([N+](=O)[O-])cc([N+](=O)[O-])c3)ccc12	0.3	8	14	1.1
CCOc1cc(C2C(C#N)=C(N)Oc3n[nH]c(-c4ccc([N+](=O)[O-])cc4)c32)ccc1OC (centres undefined)	-1.2	-17	1	-0.6
CN(C)S(=O)(=O)c1cccc(NC(=O)CSc2nc(N)cc(=O)[nH]2)c1	-0.1	7	-1	3.3
O=C(OCc1c(F)cccc1Cl)c1cc[n+]([O-])cc1	-0.1	-5	-1	0.9
Cc1ccc(S(=O)(=O)NC(=O)NN2CCCCCC2)cc1	0.1&0.0&0.3&0.0	-5&-7	-7&4&6&-6	-0.4&1.0&-0.8&-1.8
CC(=O)c1[nH]c(C)c(C(=O)Nc2ccc(C)cc2)c1C	0.0	-2	13	-0.7
CN(Cc1ccccc1)C1CC(=O)N(c2ccc(I)cc2)C1=O (centres undefined)	-0.1	2	2	0.4
O=S(=O)(NC1CCCCCC1)c1ccc2c(c1)CCN2	0.1	0	12	2.5
CC(C)(C)NC(=O)C1CCC(CNS(=O)(=O)c2cccc3cccnc23)CC1 (centres undefined)	0.2	7	-2	0.1
CSc1nnc2c(n1)OC(c1cc(Br)c(OC(=O)c3ccc([N+](=O)[O-])cc3)c(Br)c1)Nc1ccccc1-2 (centres undefined)	-0.1	-4	2	2.0
CCN(CC)S(=O)(=O)c1ccc(C(=O)NC2=C(C(=O)OC)SCC2)cc1	0.0	-7	11	-0.7

Among those listed so far, 12 have a Cl atom.
SMILES	FBW7 act	TEAD-YAP block	MITF inh	GPR151 activ
O=c1c2ccccc2nc(SCc2ccc(F)cc2Cl)n1CCC1=CCCCC1	0.0	5	8	-1.4
O=C(Nc1ccc(-c2nc3ccccc3s2)c(O)c1)c1ccc(Cl)cc1Cl	0.0	-10	8	1.5
CC(C)NC(=O)c1cc(COc2ccc(F)cc2Cl)on1	0.0	-26	-2	0.0
CCc1cc(=O)oc2cc(OC)c(Cl)cc12	0.0	8	88*	0.8
Cc1ccc(C(=O)NC(=S)Nc2cccc(Cl)c2C)cc1	0.0	-8	5	0.4
CCOc1ccc(-c2nc3cc(NC(=O)c4ccc(Cl)c(Cl)c4)ccc3o2)cc1	0.1	-11	12	0.0
COc1ccc(NC(=O)CNC(=O)c2nn(-c3ccc(OC)c(Cl)c3)c(=O)c3ccccc23)cc1Cl	-0.1	-6	-16	1.1
Clc1ccccc1Cc1noc(-c2cccs2)n1	0.0	-61	-5	0.2
CC1=C(C(=O)Nc2ccc(Cl)cc2)C(c2ccncc2)C(C#N)=C(SCC(=O)Nc2ccc(C)c(Cl)c2)N1 (centres undefined)	0.5	5	11	0.2
O=C(O)CCN1C(=O)C(=O)/C(=C(\O)c2ccc(Cl)cc2)C1c1cccc(F)c1 (centres undefined)	0.4	-1	15	0.0
COc1ccc(C2CC(=O)C3=C(C2)NC(C)=C(C(=O)OCCc2ccccc2)C3c2cc(Cl)c(O)c(OC)c2)cc1 (centres undefined)	1.0	12	20	-0.3
O=C(OCc1c(F)cccc1Cl)c1cc[n+]([O-])cc1	-0.1	-5	-1	0.9
